PrPC surface inh: cell surface PrPC inhibition, primary TR-FRET screen; P04156; TR-FRET read-out; inhibition, % at 13.8 µM; actives 0.43% (n = 370,000); in the data active = inhibition above about 24%; also: 0% = median of the test wells and 100% = reference compound wells
TcdB GH inh: TcdB glycohydrolase inhibition; inhibition, % at 9.99 µM; TcdB glycohydrolase enzymatic assay, plate reader; P18177; actives 0.24% (n = 350,000); in the data active = inhibition above about 10%
BoNT A protease: blocks Botulinum neurotoxin A light chain protease. multiplex microsphere protease substrate cleavage, flow cytometry. inhibition, % at 10 µM. actives 0.17% (n = 360,000); also: plate controls were buffer without enzyme for full effect and enzyme alone for no effect
Yp Topo-I inh: inhibitors of Yersinia pestis topoisomerase I | actives 0.064% (n = 360,000) | activity, % at 10 µM | Y. pestis Topo-I cleavage product accumulation, plate reader; in the data active = activity above about 50%, passing the limit was not always enough; also: inactives centre near 2
3CLpro inhibitor: SARS-CoV 3CLpro protease inhibition; P0C6X7; inhibition, % at 6 µM; actives 0.14% (n = 290,000); recombinant SARS-CoV 3CLpro, quenched FRET peptide cleavage; in the data active = inhibition above about 12%
Anthrax LF prot: anthrax lethal factor protease inhibition. multiplex microsphere protease cleavage assay, LF. inhibition, % at 10 µM. actives 0.12% (n = 360,000). AID 588501; also: plate controls were buffer without enzyme for full effect and enzyme alone for no effect
Vc quorum ag: quorum light induction in luxS cqsA deficient V. cholerae; AID 588436; activation, % at 18.7 µM; actives 0.16% (n = 350,000); V. cholerae BH1578 lux reporter, luminescence, 6 h; in the data active = activation mostly above about 9.7%, no sharp cut-off; also: not every result past the cut was called active; inactives centre near 0; reference of the scale not given here
SSB-PriA inh: K. pneumoniae PriA-SSBct interaction inhibition | AlphaScreen SSBct-PriA binding, biotinylated peptide | inhibition, % at 33 µM | actives 0.6% (n = 430,000) | AID 1272365; in the data active = inhibition mostly above about 37%, no sharp cut-off; inactive = mostly below about 20%;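 also: plate controls were negative control peptide for no effect and reference peptide for full effect; strong numbers were not always called active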
PfHsp40 rescue: rescue of PfHsp40-mediated yeast toxicity; S. cerevisiae expressing PfHsp40, growth rescue, ATP luminescence; growth rescue, % at 12.5 µM; actives 0.68% (n = 340,000); AID 504582; in the data active = growth rescue above about 28%, passing the limit was not always enough;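 also: yeast W303a lacking pdr1 and pdr3 grown in galactose medium; growth measured after three days at 30 °C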
* hit, by the source's call; i = inactive; nt = no result given; & = joins results of further samples. Rule as the data show it, unless noted: active = inhibition above about 30%; inconclusive = no clear call, values can overlap the other calls; inactive = below that.

SMILES	PrPC surface inh	TcdB GH inh	BoNT A protease	Yp Topo-I inh	3CLpro inhibitor	Anthrax LF prot	Vc quorum ag	SSB-PriA inh	PfHsp40 rescue
COc1ccc(Cn2ccnc2SCC(=O)Nc2ccccc2OC)cc1	5	1.1	2.7	17	2	4	-4.2	23	0.8
Cc1cccc(NC(=S)NC(=O)CCc2ccccc2)c1	0	nt	0.0	23	5	-4	-1.4	-13	4.4
COc1ccc2oc(=O)c(C(=O)NCc3ccccn3)cc2c1	-5	nt	0.3	1	0	-3	-0.2	-16	-1.5
Cc1ccc(C(=O)Nc2c(C(=O)NCc3ccco3)cnn2-c2ccccc2)cc1	-2	nt	0.0	8	-2	-3	i	5	-0.6
O=C(CSC1CS(=O)(=O)c2cc([N+](=O)[O-])ccc21)NNC(=O)c1ccccc1 (stereo not given)	-12	0.8	-3.6	-5	-1	2	-0.6	5	0.2
C#CCOc1ccc(CNC[C@H]2O[C@@H](n3ccc(N)nc3=O)[C@H](O)[C@@H]2O)cc1	1	-0.1	0.2	6	nt	4	-1.1	nt	nt
COCCCN(C(=O)C1CCC1)c1c(N)n(Cc2ccccc2)c(=O)[nH]c1=O	-7	2.1	nt	2	nt	nt	i	-3	0.3
c1ccc2[nH]c(CCCc3nc4ccccc4[nH]3)nc2c1	-9	0.2	-3.6	-6	-8	-11	-0.4	-1	0.8
Cc1cc2oc3c(c(=O)c2cc1C)C(c1ccc(F)cc1)N(CCCN1CCOCC1)C3=O (stereo not given)	-9	1.5	-1.3	21	-4	-1	-0.2	-20	-1.8
CC(C)(C)n1ncc2c(=O)n(CC(=O)NCc3ccc(F)cc3)cnc21	7	nt	-0.4	5	-1	3	0.8	-15	-1.2
O=C(COC(=O)CC12CC3CC(CC(Br)(C3)C1)C2)NC(=O)NCc1ccco1	10	nt	-0.7	28	-2	-5	nt	-19	2.0
CC1CCC(NC(=O)c2nn(C)c(=O)c3ccccc23)CC1 (stereo not given)	-6	0.5	-0.7	11	nt	-3	i	nt	nt
Cc1ccc(C(=O)Nc2ccc3c(c2)OCCO3)cc1	-4	5.1	0.7	-2	0	6	i	-14&-17	-1.5
CN(Cc1ccccc1F)C(=O)c1ccc(NS(=O)(=O)c2ccc3[nH]c(=O)[nH]c3c2)cc1	-4	0.9	-2.9	-2	nt	-3	-5.9	6	-1.7
CN(C)/C=C1\C(=O)NN=C1C(F)(F)F	4	0.8	-0.6	5	2	-1	-0.2	-13	-1.5
Clc1ccccc1C1CC(c2ccccc2)Nc2ncnn21 (stereo not given)	-6	0.4	-1.2	5	-3	-3	-0.4	-1	0.4
COCc1[nH]nc2c1C(c1ccnc3ccccc13)C(C#N)=C(N)O2 (stereo not given)	-6	nt	0.0	1	0	-3	i	-1	-0.9
CCOc1ccccc1N1CCN(C(=S)NC(=O)C23CC4CC(CC(C4)C2)C3)CC1	1	0.4	0.0	7	-4	-1	-0.7	14	3.9
CCOC(=O)C1=C(C)c2ccccc2OC1(CC)C(=O)OCC (stereo not given)	-3	0.1	-0.1	14	nt	-2	i	-30	-0.8
COc1cccc(CN(C)C(=O)c2cc(-c3ccc(OC)c(OC)c3)nc3ccccc23)c1	-8	0.0	0.7	34	0	3	i	18	-0.2
C[C@@H]1NC(=O)c2cc([N+](=O)[O-])cc(I)c2NCC[C@@H](C(N)=O)NC(=O)[C@H](CC(N)=O)NC1=O	nt	nt	-0.9	-4	-2	-2	-0.3	-5	-2.1
O=C(CCn1c(=O)sc2ccccc21)Nc1cccnc1	1	0.7	0.1	20	-3	-2	i	5	-1.0
CN(CCc1ccccc1)C(=O)c1cccc(NC(=O)Cc2cccc(NC(=O)C3CCCN(S(=O)(=O)c4cccc([N+](=O)[O-])c4)C3)c2)c1 (stereo not given)	-5	1.5	-1.3	4	nt	-5	-1.1	-8	-1.3
COc1ccccc1CN1C[C@@H]2C[C@@H](c3ccc(C)c(C)c3)N3CCC[C@@]23C1=O	0	0.8	-5.0	10	2	3	-0.5	-14	-0.8
O=C(Cn1cnc2ccccc2c1=O)N1CCOCC1	6	nt	-0.7	0	1	1	9.8	-16	-0.2

Looked up by compound from above, 4 records:
SMILES	PrPC surface inh	TcdB GH inh	BoNT A protease	Yp Topo-I inh	3CLpro inhibitor	Anthrax LF prot	Vc quorum ag	SSB-PriA inh	PfHsp40 rescue
COc1cccc(CN(C)C(=O)c2cc(-c3ccc(OC)c(OC)c3)nc3ccccc23)c1	-8	0.0	0.7	34	0	3	i	18	-0.2
Cc1cc2oc3c(c(=O)c2cc1C)C(c1ccc(F)cc1)N(CCCN1CCOCC1)C3=O (stereo not given)	-9	1.5	-1.3	21	-4	-1	-0.2	-20	-1.8
CN(C)/C=C1\C(=O)NN=C1C(F)(F)F	4	0.8	-0.6	5	2	-1	-0.2	-13	-1.5
CCOC(=O)C1=C(C)c2ccccc2OC1(CC)C(=O)OCC (stereo not given)	-3	0.1	-0.1	14	nt	-2	i	-30	-0.8

The main list resumes with the five entries that preceded the break.
SMILES	PrPC surface inh	TcdB GH inh	BoNT A protease	Yp Topo-I inh	3CLpro inhibitor	Anthrax LF prot	Vc quorum ag	SSB-PriA inh	PfHsp40 rescue
C[C@@H]1NC(=O)c2cc([N+](=O)[O-])cc(I)c2NCC[C@@H](C(N)=O)NC(=O)[C@H](CC(N)=O)NC1=O	nt	nt	-0.9	-4	-2	-2	-0.3	-5	-2.1
O=C(CCn1c(=O)sc2ccccc21)Nc1cccnc1	1	0.7	0.1	20	-3	-2	i	5	-1.0
CN(CCc1ccccc1)C(=O)c1cccc(NC(=O)Cc2cccc(NC(=O)C3CCCN(S(=O)(=O)c4cccc([N+](=O)[O-])c4)C3)c2)c1 (stereo not given)	-5	1.5	-1.3	4	nt	-5	-1.1	-8	-1.3
COc1ccccc1CN1C[C@@H]2C[C@@H](c3ccc(C)c(C)c3)N3CCC[C@@]23C1=O	0	0.8	-5.0	10	2	3	-0.5	-14	-0.8
O=C(Cn1cnc2ccccc2c1=O)N1CCOCC1	6	nt	-0.7	0	1	1	9.8	-16	-0.2
O=S(=O)(Cc1ccccc1Cl)NCCOc1ccccc1	0	1.0	0.6	1	0	0	-0.4	-12	-0.8
Cn1cnnc1SCC(=O)NCCc1ccc(Cl)cc1Cl	-11	-0.6	-1.0	-1	8	-6	i	-1	0.4
Cc1ccnc(NC(=O)CCNC(=O)c2ccc(Br)cc2)c1	8	-3.0	-0.2	8	nt	-10	-1.1	nt	nt
c1ccc(-c2cnc(-c3ccccn3)nn2)cc1	-13	-0.1	-0.4	4	nt	-10	5.0	69*	4.6
COc1ccc(-c2cc(=Nc3ccc(C)cc3)c3ccccc3o2)cc1	-7	nt	-2.5	7	7	0	-3.2	10	3.0
CC(C)=CCN1CCC(n2nccc2NC(=O)c2ccccc2Cl)CC1	-1	1.0	0.0	-17	-3	-1	-0.4	-6	0.7
COCCN1CCN(C(=O)c2ccc3nc(Cc4ccc(OC)c(OC)c4)oc3c2)CC1	15	-8.6	-5.3	7	-5	-1	i	-6	1.1
C=C1CCC[C@]2(C)C[C@H]3OC(=O)C(CNCC(OC)OC)[C@H]3CC12 (stereo not given in full)	0	0.4	1.5	1	-5	8	i	-6	-0.9
CCC(=O)NNc1ncnc2c1cnn2C	8	1.6	0.2	-6	-2	0	-0.2	7	-1.1
Cc1cc(C)cc(NC(=O)CSc2nc(N)c(NC(=O)c3ccc(Br)o3)c(=O)[nH]2)c1	2	0.4	2.6	3	-2	2	i	3&13	-0.1
COc1cccc(OC)c1C(=O)Nc1ccc(N2CCN(C(=O)c3ccco3)CC2)cc1	-1	1.3	0.1	5	1	-4	-0.5	6	0.8
CCSc1nc2ccccc2n1Cc1cccc([N+](=O)[O-])c1	-12	nt	-0.3	-11	5	-2	-3.7	-1	1.7
O=C(c1cc2c(s1)CCC2)N1C(=O)c2ccccc2S1(=O)=O	8	nt	0.2	-1	-3	-2	-0.2	-13	5.7
CC(=O)C1=C(c2ccccc2)NC(=S)NC1c1cc(Cl)c(OC(C)C)c(Cl)c1 (stereo not given)	-2	nt	0.0	11	-5	-1	i	3	3.8
Cc1cc(C)cc(-n2c(C)cc(/C=N/NC(=O)c3ccncc3)c2C)c1	-1	0.4	-0.9	17	2	-3	-0.4	nt	-0.5
COc1ccc(C(=O)OCC(=O)N2CCN(S(=O)(=O)c3ccc(C)cc3)CC2)cc1[N+](=O)[O-]	-8	1.5	-0.1	8	nt	-3	-1.9	7	1.9
CCCC(=O)Nc1cc(-c2nc3ncccc3o2)ccc1C	-3	nt	-0.2	-14	3	-2	i	6	0.2
COC(=O)c1ccc(NC(=S)NCCc2ccccc2)cc1	4	nt	-0.3	4	1	-7	i	-2	-0.6
CC(C)c1oc(=O)cc2c1[C@@H](O)[C@H]1OC(=O)[C@@]3(C)CC[C@@H](O)[C@@]2(C)C13 (stereo not given in full)	62*	1.2	-0.4	5	-3	-4	-0.4	-7	0.0
CCOc1cc(/C=N/Nc2nc(-c3cccs3)c(NC(C)=O)s2)ccc1O	-3	3.2	1.0	-22	-1	-12	-0.4	nt	-1.0
Cc1ccc2c(cnn2C(=O)CCCC(=O)NCc2ccc(Cl)cc2)c1	-8	1.5	-0.6	-6	-3	1	-0.2	-7	2.1
O=C(Nc1cccc(C(=O)O)c1)/C(=C\c1ccccc1)NC(=O)c1ccccc1	-2	-1.0	-1.1	-12	3	0	i	3	-1.2
CCNC1CCC(Nc2ccnc3cc(Cl)ccc23)CC1 (stereo not given)	-10	1.6	-0.4	-6	nt	-2	i	-12	0.5
O=C(CCC1CCCN(Cc2ccc3c(c2)OCCO3)C1)NCc1ccc(F)c(F)c1 (stereo not given)	-2	0.1	0.1	9	1	-2	5.6	-1	0.3
CCc1ccccc1NC(=O)C1CCCN(S(=O)(=O)c2ccc3c(c2)CC(C)N3C(C)=O)C1 (stereo not given)	31*	-0.9	-1.6	21	3	-12	-0.3	-12	-1.2
SMILES	PrPC surface inh	TcdB GH inh	BoNT A protease	Yp Topo-I inh	3CLpro inhibitor	Anthrax LF prot	Vc quorum ag	SSB-PriA inh	PfHsp40 rescue
CN(Cc1ccccn1)C(=O)C1CCC(=O)N(CCc2ccc(Cl)cc2)C1 (stereo not given)	1	-0.8	-3.1	1	-5	0	-7.1	-2	-0.5
COc1ccccc1Nc1nc(NCCCCO)nc(N2CCCC2)n1	20	0.5	-0.7	3	nt	3	i	-21	0.1
O=S(=O)(Nc1ccc(S(=O)(=O)Nc2cccc3ccccc23)cc1)c1ccccc1	-3	nt	-0.8	0	5	-12	-0.1	-6	3.6
CC(=O)N1CCN(Cc2cc(=O)oc3cc(C)cc(C)c23)CC1	-8	1.4	-0.8	nt	nt	-10	nt	nt	nt
NC(=S)NN=C1CCCC(C(F)(F)F)C1 (stereo not given)	3	-0.2	0.4	5	nt	-3	i	-13	-0.1
O=Cc1ccc2ccc3cccnc3c2n1	6	1.0	-1.8	2	4	2	0.7	81*	5.6
O=C(NCc1ccc(F)cc1)c1cc(C2CCCCN2S(=O)(=O)c2cccc3cccnc23)on1 (stereo not given)	-6	1.6	0.0	14	nt	0	-0.2	nt	nt
O=C(Nc1ccc(SC(F)F)cc1)c1ccc2c(=O)n3c(nc2c1)CCC3	5	0.6	-1.0	-6	nt	-8	-6.1	-1	0.2
O=C(CSc1n[nH]c(=O)[nH]c1=O)c1ccc(Cl)cc1Cl	4	0.2	-0.8	4	1	-2	-0.5	-5	1.7
CNS(=O)(=O)c1ccc(N=Cc2c(C)[nH]n(-c3ccc(C)cc3C)c2=O)cc1	-6	1.3	-1.4	4	-2	0	i	-1	1.0
Cc1cc(C)c(NC(=O)CO/N=C2\CCCc3nonc32)c(C)c1	1	nt	0.2	-6	-3	-4	i	nt	-0.7
CC(=O)c1ccc(OCc2ccc(Oc3c(Cl)cccc3[N+](=O)[O-])cc2)cc1	-4	1.2	-1.4	7	2	-3	i	-13	0.5

As entered above.
Under PrPC surface inh, COCCN1CCN(C(=O)c2ccc3nc(Cc4ccc(OC)c(OC)c4)oc3c2)CC1 has the entry 15
Under SSB-PriA inh, CC(C)(C)n1ncc2c(=O)n(CC(=O)NCc3ccc(F)cc3)cnc21 has the entry -15

Some of the compounds tested; the hit share may differ from the screen's.
